Screens: PubChem BioAssay, several laboratories
M1 antag – M1 muscarinic receptor (rat) antagonism; CHO-M1 cells, Fluo-4 calcium, ACh EC80 antagonist mode; stronger effect = lower value; B-score at 10 µM; hit rate 3.4% among 64,000; P08482; AID 628;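 active = calcium fluorescence response, raw or row-and-column corrected B-score, differing from the plate sample mean either way at a set confidence level, mostly lower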
Target sequence (P08482 whole entry, looked up): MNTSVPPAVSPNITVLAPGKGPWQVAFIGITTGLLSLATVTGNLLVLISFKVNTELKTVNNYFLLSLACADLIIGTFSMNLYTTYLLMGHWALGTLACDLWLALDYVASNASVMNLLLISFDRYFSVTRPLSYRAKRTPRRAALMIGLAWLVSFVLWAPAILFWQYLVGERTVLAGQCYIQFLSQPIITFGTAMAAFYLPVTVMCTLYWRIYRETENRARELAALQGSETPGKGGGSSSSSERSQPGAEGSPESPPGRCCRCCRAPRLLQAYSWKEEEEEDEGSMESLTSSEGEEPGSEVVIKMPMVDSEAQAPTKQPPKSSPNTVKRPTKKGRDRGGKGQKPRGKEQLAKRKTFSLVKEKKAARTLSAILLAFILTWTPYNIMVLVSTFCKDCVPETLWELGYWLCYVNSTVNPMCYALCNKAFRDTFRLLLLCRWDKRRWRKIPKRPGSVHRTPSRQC
tolC growth inh – blocks growth of E. coli BW25113 tolC mutant. OD615. growth inhibition, % at 10 µM (by protocol). hit rate 2.2% among 65,000. AID 573;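 active = growth inhibition at or above a cutoff equal to the mean over every tested compound plus 3 SD, cut at about 60% in these data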;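 note: growth measured after 20 h incubation at 37 °C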
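Test system: E. coli BW25113 ΔtolC::kan bacteria | Medium: Kanamycin-containing LB broth (50 µg/mL) | Dosing: One dose of 10 µM final | Times: 20 h incubation with compound, 37 °C | Detection: Optical density read at 615 nm | Read-out basis: Percent growth inhibition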
TNAP act mid DEA – activators of human TNAP at intermediate phosphate acceptor; P05186; purified TNAP, CDP-star luminescence, 100 mM DEA, 30 min; stronger effect = higher value; scale: 0 levamisole-inhibited, 1 vehicle-only enzyme; activation factor at 20 µM; 64,000 tested, under 10 active;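 active = activation factor of at least 2 at 20 µM, relative to controls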
Autofluor 339 – intrinsic fluorescence of library compounds, ex339/em460 – biochemical, MLSMR library, data from DPM-DC assay, artefact control, profiling panel; hit rate 5.5% among 65,000; AID 709; fluorescence fold increase at 10 µM; compound autofluorescence, ex339/em460 nm, NADH buffer; stronger effect = higher value; 1 = no-compound wells, NADH background;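 active = at 10 µM, mean starting fluorescence two-fold or more over control wells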;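 note: signal is the first read of a kinetic run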
M1 agonist – activates the M1 muscarinic receptor; CHO-M1 cells, Fluo-4 calcium fluorescence, agonist mode; stronger effect = higher value; B-score at 10 µM; hit rate 3% among 64,000;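 active = fluorescence rise, raw or as B-score row- and column-corrected plate score, outside the 99.7% band of its plate's samples, either direction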
Ec RNAP inh – blocks E. coli RNA polymerase transcription; P0A8V2; fluorescence transcription assay; inhibition, %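 (tested at 10 µM)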; hit rate 0.2% among 62,000; AID 559; in the data active = inhibition above about 20%;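 note: 0% = enzyme without compound and 100% = no enzyme blank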
SF1 activator – activators of human nuclear receptor SF-1; CHO-K1 Gal4-SF-1 LBD luciferase reporter; % increase over DMSO SF-1-specific signal; activation, % at 10 µM; Q13285; hit rate 1.9% among 65,000; AID 522;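 active = activation above the mean activation of all tested compounds plus 3 SD, cut at about 50% in these data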
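Test system: transient Gal4-SF-1 LBD reporter, CHO-K1; Amount: 4,000 CHO-K1 cells per well; Doses: 10 µM only; Timing: compound exposure 20 h at 37 °C; Signal: luciferase light emission; Read-out basis: percent activation relative to DMSO median and mock-transfected background; Control set: DMSO negative control and −SF1 background wells; Replicates: one test per compound.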
NADH enzymes – blocks coupling enzymes of NAD/NADH assays. coupled PK/LDH NADH assays, four targets. hit rate 0.02% among 65,000. IC50, µM (titrated, usually from 10 µM), without a hit: at the highest dose inhibition;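 active = single-dose screening hits from any of four coupled enzyme assays that gave an IC50 when retested across doses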;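 note: the DPM-DC format reads NADH fluorescence rather than 340 nm absorbance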
RORA act – RORA (human) activation | activation, % at 10 µM | AID 560 | hit rate 1.5% among 65,000 | CHO-K1 Gal4-RORA LBD luciferase reporter, luminescence; percent increase over mock-subtracted basal signal | P35398;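 active = activation above the mean of all tested compounds plus 3 SD, cut at about 49% in these data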;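 note: 0% = DMSO-treated RORA cells and 100% = added signal equal to DMSO minus mock-transfected cells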
Target sequence (P35398 whole entry, looked up, the tested form may be a part): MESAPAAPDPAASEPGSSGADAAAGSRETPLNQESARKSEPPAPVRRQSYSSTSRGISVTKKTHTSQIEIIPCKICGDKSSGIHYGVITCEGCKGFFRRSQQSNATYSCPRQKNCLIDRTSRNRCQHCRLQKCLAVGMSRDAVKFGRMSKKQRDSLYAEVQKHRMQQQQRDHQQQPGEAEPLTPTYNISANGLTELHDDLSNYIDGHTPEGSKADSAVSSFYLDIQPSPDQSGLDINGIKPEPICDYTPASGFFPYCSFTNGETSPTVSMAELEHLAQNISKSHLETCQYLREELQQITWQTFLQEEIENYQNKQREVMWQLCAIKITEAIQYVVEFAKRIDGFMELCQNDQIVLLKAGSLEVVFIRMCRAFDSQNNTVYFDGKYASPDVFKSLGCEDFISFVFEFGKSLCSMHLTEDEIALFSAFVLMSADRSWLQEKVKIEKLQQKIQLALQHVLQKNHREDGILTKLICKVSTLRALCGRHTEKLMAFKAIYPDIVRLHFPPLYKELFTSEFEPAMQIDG
Starred values were filed as active, the others as inactive; · = not tested or not shown; [ ] = dose if it differs, or a comment.

SMILES | M1 antag | tolC growth inh | TNAP act mid DEA | Autofluor 339 | M1 agonist | Ec RNAP inh | SF1 activator | NADH enzymes | RORA act
CCOC(=O)N1CCN(C(=O)c2cnn3c(C)c(Cc4ccc(C)cc4)c(C)nc23)CC1 | 0.27 | 12 | 1 | 4.1* | -0.37 | 1 | -2 | 9%[fluoresces] | -8
CCCCn1nc(C(=O)N2CCc3ccccc32)c2ccccc2c1=O | -0.011 | 17 | 0.9 | 1 | 0.2 | 6 | -8 | 4% | 4
Cc1cc(C)n(-c2nc3ccccc3nc2N2CCOCC2)n1 | -0.012 | -1 | 0.9 | 1.1 | -0.31 | 6 | 5 | 4% | -13
COc1ccc2c(CCNC(=O)c3ccco3)c[nH]c2c1 | 0.3 | -10 | 0.9 | 1.1 | 0.045 | 5 | 3 | 7% | 34
Oc1ccc(Br)cc1CN1CCCCCCC1 | -2 | -3 | 0.9 | 1.1 | -0.0072 | 1 | 13 | 13% | -18
COc1cccc(-c2nnc(N(C)C(=O)c3ccno3)s2)c1 | 0.34 | -16 | 1 | 1.4 | 0.3 | 0 | 17 | 4% | -4
CCOP(=O)(c1c(F)c(F)c(F)c(F)c1F)C1(O)CCCCC1 (stereo not drawn) | 0.081 | -21 | 0.9 | 1.1 | 0.0012 | 7 | 0 | 8% | -15
COc1ccc(S(=O)(=O)N(C)CC(=O)Nc2ccccc2C(F)(F)F)cc1OC | -0.012 | 3 | 1 | 1.1 | -0.3 | 6 | 1 | 7% | 12
Cc1[nH]c(=O)c(C#N)c(C)c1Br | -0.048 | -17 | 1 | 1.2 | -0.82 | 5 | -12 | 4% | 3
CCN1CCN(CCNC(=O)c2cn(C(C)c3ccccc3F)nn2)CC1 (stereo not drawn) | -0.00079 | -11 | 1 | 1.1 | 0.037 | 9 | 2 | 2% | -22
COc1ccc(-c2csc(Cc3nnc4n3CCCCC4)n2)cc1 | 2.3* | -2 | 1 | 1.1 | 0.84 | 3 | 7 | 3% | -3
Cc1ccc(-c2noc(CN(C(=O)CCCN3C(=O)c4ccccc4C3=O)C(C)C)n2)cc1 | -0.055 | 24 | · | 1.1 | -1.2 | · | -2 | 7% | -18

Among those listed so far, 2 contain bromine:
SMILES | M1 antag | tolC growth inh | TNAP act mid DEA | Autofluor 339 | M1 agonist | Ec RNAP inh | SF1 activator | NADH enzymes | RORA act
Oc1ccc(Br)cc1CN1CCCCCCC1 | -2 | -3 | 0.9 | 1.1 | -0.0072 | 1 | 13 | 13% | -18
Cc1[nH]c(=O)c(C#N)c(C)c1Br | -0.048 | -17 | 1 | 1.2 | -0.82 | 5 | -12 | 4% | 3

Carrying on:
SMILES | M1 antag | tolC growth inh | TNAP act mid DEA | Autofluor 339 | M1 agonist | Ec RNAP inh | SF1 activator | NADH enzymes | RORA act
CN(C)c1ccc(C2N(c3ccc(Cl)cc3)C(=O)C3CCCN32)cc1 (stereo not drawn) | 0.016 | -16 | 0.9 | 1.1 | 0.023 | 4 | -4 | 11% | -11
O=C(CN1CCN(CC(=O)c2ccc(F)cc2)CC1)Nc1ccccc1Cl | 0.18 | 1 | 0.9 | 1.1 | 0.39 | 6 | 1 | 3% | 7
CC(Oc1ccccc1)C(=O)OCC(=O)NC(=O)NCc1ccco1 (stereo not drawn) | -1.1 | -3 | 0.9 | 1.1 | -0.64 | 7 | 2 | 3% | 2
COc1ccc(N2CCCn3c2nc2c3c(=O)n(CCc3ccccc3)c(=O)n2C)cc1 | -0.16 | -15 | 0.9 | 1.1 | 0.078 | 11 | 4 | 5% | 12
COC(=O)c1ccc(N2C(=O)CC(N(C)Cc3ccccc3)C2=O)cc1 (stereo not drawn) | -0.48 | -14 | 1.1 | 1 | -0.71 | -3 | 11 | 6% | 3
CC(C)(C)C1CCc2onc(C(=O)Nc3ccc(F)cc3F)c2C1 (stereo not drawn) | 1.6 | -5 | 0.9 | 1.1 | -0.88 | 5 | -4 | 8% | 7
COc1ccc(CCNC(=O)C2CCN(S(=O)(=O)N3CC(C)CC(C)C3)CC2)cc1OC (stereo not drawn) | -0.0011 | 11 | 0.9 | 1 | -1.4 | 3 | -4 | 7% | -9
Cc1noc(C)c1CSc1cc(C)c2ccccc2n1 | 0.031 | 21 | 0.9 | 1 | -0.5 | 2 | -15 | 9% | -20
CCn1c(CNC(=O)c2ccccc2)nc2ccccc21 | 0.25 | 1 | · | 1.1 | -0.56 | · | 19 | 4% | 0
Cc1cc(NC(=O)CSc2nc3ccccc3n2CC(=O)N2CCCCC2)no1 | 0.044 | -6 | 0.8 | 1 | 0.38 | 8 | -20 | 4% | -28
COc1ccc(-c2noc(CSc3nnc(Cc4ccccc4)n3-c3cccc(C)c3)n2)cc1OC | -1.6 | 31 | 0.9 | 1.1 | 0.13 | 6 | -2 | 6% | 2
COc1ccc(-n2cnc3cc(NCc4cccs4)ccc32)cc1 | 0.48 | 98* | 1 | 1.2 | -0.28 | · | 27 | 3% | 44
COc1ccc(-c2nc(N3CCOCC3)nc3nn4c(C)c(CCC(=O)O)c(C)nc4c23)cc1 | -0.51 | -2 | 1 | 5* | 0.17 | -1 | -4 | 7%[fluoresces] | -12
NC1=NC(c2ccc(Br)cc2)n2c(nc3ccccc32)N1 (stereo not drawn) | -0.55 | 11 | 1.3 | 1 | 2.1 | 4 | 5 | 2% | -1
CC(CCc1ccco1)NC(=O)Nc1cccc(F)c1 (stereo not drawn) | -0.0055 | · | 0.9 | 1.1 | -0.48 | 8 | -7 | 10% | -8
c1ccc(-c2nn3c(Cn4cnc5ccccc54)nnc3s2)cc1 | 0.075 | 34 | 0.9 | 1.1 | -0.05 | 7 | -2 | 7% | -17
Cc1cc(C)c2c(=O)n(CC(=O)NCCCN3CCN(c4ccccc4F)CC3)sc2n1 | -1.2 | -12 | 0.8 | 1.3 | 0.15 | 12 | -14 | 11% | -6
CCN1CCc2nc(NC(=O)c3ccc4c(c3)OCCO4)sc2C1 | -1.1 | 2 | · | 1.1 | 1.2 | 10 | 40 | 5% | 12
COc1ccccc1CNc1nc2nc(C)c(Cl)c(=O)n2[nH]1 | 0.23 | -27 | 0.9 | 1.1 | -0.063 | 7 | 4 | 6% | 1
CCCCN(CC)S(=O)(=O)c1ccc2c(c1)CCCN2C(C)=O | -0.14 | -3 | 1 | 1 | -0.68 | 8 | 7 | 7% | -16
O=C(C1CCCN(Cc2ccc3c(c2)OCO3)C1)N1CCCC1 (stereo not drawn) | 0.13 | -5 | 1 | 1 | -0.039 | 9 | 12 | 11% | -1
O=S(=O)(Nc1ccc2c(c1)OCCO2)c1ccc(Br)s1 | -1.5 | 59 | · | 1.1 | -0.72 | · | -5 | 2% | -7
O=C1C(=O)N(Cc2cccnc2)C(c2ccccn2)/C1=C(/O)c1ccc(F)cc1 (stereo not drawn) | -0.0041 | 7 | 0.9 | 1.1 | -0.33 | -4 | -7 | 2% | 22
CC1CCCN(C(C(=O)Nc2ccc3c(c2)OCCO3)c2ccccc2)C1 (stereo not drawn) | -0.55 | 4 | 0.9 | 1.1 | -0.32 | 6 | 2 | 6% | 12
O=C(NCCN1CCOCC1)c1ccc(-c2ccccc2)cc1 | -0.26 | 5 | 0.9 | 1.1 | -0.099 | 3 | 0 | 5% | -2
CCOC(=O)c1ccc(NC(=O)C2C3C=CC(C3)C2C(=O)O)cc1 (stereo not drawn) | -0.03 | -3 | 0.9 | 1.1 | -0.23 | -1 | 17 | 11% | -12
CC(NC(=O)NCCCn1ccnc1)(C(F)(F)F)C(F)(F)F | 0.18 | -8 | 0.8 | 1.1 | 0.0021 | · | -9 | 3% | -17
COc1ccc(N(CC(=O)NCc2ccco2)S(=O)(=O)c2c(C)nn(C)c2C)cc1 | -0.3 | -17 | 0.9 | 1.1 | -0.2 | 4 | 2 | 7% | -12
O=C(c1cc2nc(-c3ccco3)cc(C(F)(F)F)n2n1)N1CCN(c2ccccc2)CC1 | -0.51 | 71* | 1 | 1.2 | 2.3 | 10 | -7 | 2% | 3
Cn1cccc1C(C(=O)NC1CCCCC1)N(C(=O)Cc1cccs1)c1ccc2c(c1)OCO2 (stereo not drawn) | -0.068 | -11 | 0.8 | 1.1 | -0.13 | 9 | -23 | 5% | -9
COc1cccc(-n2c(COc3ccc(C)cc3)nnc2SCC(N)=O)c1 | -0.37 | 6 | 0.9 | 1.1 | -0.89 | 5 | 9 | 6% | 10
CSc1ccc(Cl)c(C(=O)OCC(=O)NCc2ccco2)c1 | -1 | -10 | 0.9 | 1.2 | -0.06 | 6 | -12 | 1% | -4
Cc1ccc(S(=O)(=O)N(CC(O)CN2CCCCC2)c2ccccc2)cc1 (stereo not drawn) | 0.86 | -18 | 0.9 | 1 | 0.44 | 2 | -12 | 2% | 21
COc1ccccc1N1CCN(C(=O)CCCCn2c(=O)[nH]c3ccsc3c2=O)CC1 | 0.19 | -1 | 0.9 | 1.1 | 0.28 | 7 | 10 | 2% | -5
CC(CN1CCOCC1)OC(=O)COc1ccc(F)cc1 (stereo not drawn) | -0.008 | -16 | 0.9 | 1 | -0.12 | 10 | 7 | 3% | -6
CCc1ccc(NC(=O)CNS(=O)(=O)c2c(C)noc2C)cc1 | 0.9 | 5 | 1 | 1.1 | -0.58 | 7 | 0 | 6% | 3
CCN(CC)C(c1ccc(F)cc1)c1nnnn1C1CCCCC1 (stereo not drawn) | -0.89 | 28 | 1 | 1.1 | 1 | -1 | -3 | 5% | -9
CC1(C)CC2(CCO1)CNC(=O)O2 (stereo not drawn) | -0.084 | -23 | 1 | 1.1 | 0.2 | 5 | 10 | 3% | -14
Cn1cnnc1SCC(=O)Nc1ccccc1Sc1ccccc1 | -0.26 | -4 | 0.9 | 0.97 | 0.048 | 3 | 1 | 10% | 1
CCCCc1c(O)nc(SCC(=O)NCCc2ccc(OC)c(OC)c2)[nH]c1=O | 0.41 | -9 | 0.9 | 1 | -0.87 | 11 | -6 | 6% | -6
CCCn1nnc(NC(=O)Cc2ccc(Cl)cc2)n1 | -0.55 | 3 | · | 1.1 | 0.077 | · | -4 | 6% | -10
CCCC1(C(=O)OCC)NC(c2ccc(N(C)C)cc2)C2C(=O)N(c3ccc(OCC)cc3)C(=O)C21 (stereo not drawn) | 0.98 | 0 | 0.9 | 1 | 0.18 | 2 | -9 | 11% | 0
COc1ccc(O)c(/C=c2/sc3nc4cc(C)c(C)cc4n3c2=O)c1 | 1 | 31 | 1 | 1.2 | -0.56 | 9 | 5 | 11% | -7
CCCOc1ccc(CSC(CC(=O)O)C(=O)O)cc1 (stereo not drawn) | -0.61 | 3 | 1 | 1.1 | 0.13 | 2 | -11 | 5% | -21
CC(C)Cn1c(N)c(C(=O)COC(=O)C2=COCCO2)c(=O)n(C)c1=O | 0.17 | -23 | 0.9 | 1.1 | 0.037 | 6 | -7 | 0% | -8
COc1ccc2c(=O)c(N3C(=O)c4ccccc4C3=O)coc2c1 | 0.016 | 5 | 0.9 | 1.1 | 0.034 | 11 | 7 | 5% | -10
Cc1cc(NC(=O)CCN2CCC(C(N)=O)CC2)ccc1Br | · | -12 | 1 | 1.1 | · | -1 | · | 1% | ·

Single entries from above.
Reading of CC1CCCN(C(C(=O)Nc2ccc3c(c2)OCCO3)c2ccccc2)C1 (stereo not drawn) under tolC growth inh: 4
Reading of COc1ccc(-c2noc(CSc3nnc(Cc4ccccc4)n3-c3cccc(C)c3)n2)cc1OC under RORA act: 2
